Screens from PubChem BioAssay.
XiGFP reactiv: reactivates the inactive X chromosome in mouse fibroblasts; XiGFP mouse fibroblasts, % GFP-positive cells imaging, 3 d; cells co-treated with 5-aza-dC sensitizer; scaled so ellipticine positive control = 100%; activation, % at 7.58 µM; 360,000 tested, 0.055% active; AID 743238;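 active means mean normalized replicate activation at least 10% and every replicate at or above 10%; inconclusive means only one of the two criteria met; inactive means mean below 10% and not all replicates reach 10%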;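 further: 0% = median of on-plate neutral control wells and 100% = ellipticine 6 µM median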
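Material: XiGFP fibroblasts, SV40-immortalized. Buffer or medium: DMEM plus 5-aza-dC sensitizer. Compound: single concentration per compound, delivered by pin transfer. Times: 3 days compound exposure. Controls: ellipticine 6 µM.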
LGR2 inh: blocks bursicon-induced cAMP signaling via Drosophila LGR2 | inhibition, % at 9.99 µM | 380,000 tested, 0.35% active | HEK293 LGR2, CRE-luciferase, bursicon-stimulated, 4 h;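 active means drop in luminescence signal, shown as inhibition above about 50% in the replicate tests, limit read from the data, passing the limit was not always enough; inconclusive means probably only some replicates passing the limit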;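 further: agonist challenge used bursicon conditioned medium at about half maximal strength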
Cneo AK release: Cryptococcus neoformans lysis via adenylate kinase release; C. neoformans lysis, adenylate kinase release luminescence, 4 h; normalised: neutral wells 0, clomiphene wells 100; 360,000 tested, 0.2% active; lysis activity, % at 15 µM;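 active means mean lysis activity across replicates of at least 80%, whatever share of replicates individually reach that level; inactive means mean lysis activity below 80%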
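Assay system: C. neoformans cells. Amount: yeast cell density of 5 × 10^6 cells/mL. Technique: AK luminescence. Buffer or medium: YPD. Times: static 4 h at 37 °C with compound, 1 h detection. Dosing: single-point compound dose. Read-out: lysis from increased AK signal.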
SIRT5 block: sirtuin-5 (human) deacylase inhibition; AID 652115; inhibition, % at 15 µM; Purified SirT5, succinyl-peptide AMC, trypsin-coupled fluorescence; 330,000 tested, 1.1% active; Q9NXA8; in the data active means inhibition above about 15%; inconclusive means no clear call, values can overlap the other calls
Target sequence (Q9NXA8 whole entry, looked up): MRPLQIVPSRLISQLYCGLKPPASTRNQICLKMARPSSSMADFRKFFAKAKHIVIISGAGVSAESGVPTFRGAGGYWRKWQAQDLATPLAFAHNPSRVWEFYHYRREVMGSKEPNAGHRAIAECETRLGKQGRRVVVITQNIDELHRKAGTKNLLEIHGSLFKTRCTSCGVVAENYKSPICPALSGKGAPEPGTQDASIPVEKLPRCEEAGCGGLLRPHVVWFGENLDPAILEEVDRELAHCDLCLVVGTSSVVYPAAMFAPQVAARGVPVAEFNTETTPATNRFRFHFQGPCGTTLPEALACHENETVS
S100A4 inh HTS: S100A4-myosin IIA interaction inhibition | 360,000 tested, 0.14% active | S100A4/TAMRA-MyoIIA peptide fluorescence polarization | inhibition, % at 10.7 µM;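 active means mean inhibition of at least 70% across replicates, with every replicate also reaching that level; inconclusive means mean inhibition reaches 70% but some replicates fall short; inactive means mean inhibition below 70%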
Target sequence (P26447 whole entry, looked up): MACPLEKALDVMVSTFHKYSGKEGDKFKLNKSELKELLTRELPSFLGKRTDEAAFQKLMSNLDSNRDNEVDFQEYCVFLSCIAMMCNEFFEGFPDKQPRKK
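Material: S100A4 monomer protein | Medium: HEPES pH 7.2 with CaCl2, KCl, NaCl, DTT, Triton | Reagent: Labelled myosin peptide probe, 5 nM | Doses: One dose per compound | Times: 5 min incubation before reading | Benchmarks: Neutral control DMSO, positive control TFP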
PGC1a acetyl inh: PGC1a acetylation modulation, inhibitor mode. inhibition, % at 15.6 µM. U2OS PGC1a acetylation, AlphaScreen anti-acetyl-lysine; with virally co-expressed GCN5 acetyltransferase. AID 651687. 350,000 tested, 0.17% active;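 active means every replicate shows inhibition of at least 40%; inconclusive means mean inhibition at least 40% but some replicate below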;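 further: 0% = neutral control wells and 100% = positive control wells; some results beyond the cut were filed as inactive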
C2C12 statin: protects C2C12 myotubes from simvastatin toxicity; ATP luminescence, 48 h; scaled: DMSO 0, geranylgeraniol control 100; rescue of ATP level, % at 7.49 µM; 330,000 tested, 0.78% active; AID 602340;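 active means mean ATP rescue above about 67%, or every replicate alone reaching that limit, limit read from the data, passing the limit was not always enough; inconclusive means no clear call, values can overlap the other calls; inactive means mean under the limit and some replicate under it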;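 further: myotubes were challenged with 10 µM simvastatin during compound exposure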
ERAP1 inh: blocks human ERAP1 aminopeptidase activity | Q9NZ08 | 340,000 tested, 0.15% active | inhibition, % at 10.7 µM | recombinant ERAP1, Leu-AMC fluorescence, 60 min;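 active means mean replicate inhibition of at least 30%, or all replicates individually reaching that 30% level; inactive means mean below 30% and not every replicate reaching it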;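 further: 0% = neutral control wells and 100% = L-leucinethiol positive control wells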
Starred values were filed as active, the others as inactive.

What do the screens show for `COc1ccccc1C#Cc1ccc2c(c1)[C@@H]1[C@@H](CCN1S(=O)(=O)c1cccc(C)c1)[C@H](CO)N2`?
XiGFP reactiv: 0.4; LGR2 inh: 2.5; SIRT5 block: 8.5; S100A4 inh HTS: -5.0; PGC1a acetyl inh: -11.6; ERAP1 inh: -2.1

What do the screens show for `O=C(CCCCCNC(=S)Nc1ccccc1)C[N+](=O)[O-]`?
XiGFP reactiv: 0.1; LGR2 inh: 26.4; SIRT5 block: -0.2; S100A4 inh HTS: 28.0; ERAP1 inh: -2.6

Results for C=C(C)[C@@H]1CC=C(CN2CCN(Cc3ccccc3)CC2)CC1 ?
XiGFP reactiv: -0.1; LGR2 inh: -17.2; SIRT5 block: 0.2; S100A4 inh HTS: -1.4; C2C12 statin: 3.5; ERAP1 inh: -0.1

How did Cc1cccc(C)c1N(Cc1ccccc1F)S(C)(=O)=O do in these assays?
XiGFP reactiv: 0.0; LGR2 inh: 13.4; SIRT5 block: 2.0; S100A4 inh HTS: 4.2; PGC1a acetyl inh: -9.0; ERAP1 inh: 0.2

How did COc1ccc(CCNC(=O)c2cc(-c3ccccn3)nc3ccccc23)cc1 do in these assays?
XiGFP reactiv: -0.1; LGR2 inh: 16.9; Cneo AK release: -1.0; SIRT5 block: -4.3; S100A4 inh HTS: -1.4; PGC1a acetyl inh: -7.9; C2C12 statin: 4.2; ERAP1 inh: -0.7

Results for COC(=O)[C@@]1(Sc2ccc(C)cc2)CC(=O)N[C@@H]1c1ccc(Br)cc1 ?
XiGFP reactiv: -0.1; LGR2 inh: 2.3; SIRT5 block: -4.6; S100A4 inh HTS: -4.2

What do the screens show for `CCOC(=O)c1nn(-c2ccccc2)c2nc(-c3ccc(OC)cc3)c(C#N)c(=O)n12`?
XiGFP reactiv: 0.0; LGR2 inh: -16.6; Cneo AK release: -1.0; SIRT5 block: -3.3; S100A4 inh HTS: -0.2; ERAP1 inh: -1.5

Results for CC(C)c1ccc(NC2CCCN(C(=O)CCN3CCCO3)C2)cc1 (configuration not stated) ?
XiGFP reactiv: 0.1; LGR2 inh: 18.8; Cneo AK release: 7.9; SIRT5 block: -2.5; S100A4 inh HTS: 2.5; C2C12 statin: -14.8; ERAP1 inh: -3.0

Results for COc1ccccc1N1CCN(/N=C(\C)c2ccc(O)cc2)CC1 ?
XiGFP reactiv: 0.2; LGR2 inh: -14.5; Cneo AK release: 0.2; SIRT5 block: -3.9; S100A4 inh HTS: -3.5; C2C12 statin: -5.1; ERAP1 inh: -1.7

How did CC(C)c1ccc(C(=O)CN2C(=O)NC3(CCc4ccccc43)C2=O)cc1 (configuration not stated) do in these assays?
XiGFP reactiv: 0.1; LGR2 inh: 2.9; Cneo AK release: -0.3; SIRT5 block: -0.8; S100A4 inh HTS: -2.7; PGC1a acetyl inh: -8.6; C2C12 statin: -3.4; ERAP1 inh: 0.1

Results for COc1cccc(S(=O)(=O)N2CCCCN3[C@@H](CO)[C@H](c4ccc(-c5cccnc5)cc4)[C@@H]3C2)c1 ?
XiGFP reactiv: 0.0; LGR2 inh: -3.9; Cneo AK release: -0.7; SIRT5 block: -3.3; S100A4 inh HTS: -0.4; PGC1a acetyl inh: 1.4; C2C12 statin: -1.1; ERAP1 inh: 0.0

How did COc1cccc(S(=O)(=O)N2C[C@@H](O)COC[C@@H]3O[C@H](CC(=O)N4CCOCC4)CC[C@H]32)c1 do in these assays?
XiGFP reactiv: 0.2; LGR2 inh: -9.7; Cneo AK release: 15.4; SIRT5 block: -1.6; S100A4 inh HTS: 6.6; PGC1a acetyl inh: 2.1; C2C12 statin: 9.5; ERAP1 inh: -2.3

What do the screens show for `O=C(O)Cn1c(=O)c(-c2ccccc2)nc2ccccc21`?
XiGFP reactiv: -0.1; LGR2 inh: 2.4; Cneo AK release: -1.1; SIRT5 block: -7.0; S100A4 inh HTS: 0.8; PGC1a acetyl inh: 2.6; C2C12 statin: -18.5; ERAP1 inh: -5.6

Results for C[C@@H]1CN([C@H](C)CO)C(=O)c2cccc(NC(=O)C3CCOCC3)c2O[C@H]1CN(C)CC1CCCCC1 ?
XiGFP reactiv: -0.5; LGR2 inh: -6.3; Cneo AK release: -3.1; SIRT5 block: 2.1; S100A4 inh HTS: -6.8; PGC1a acetyl inh: -10.1; C2C12 statin: -10.0; ERAP1 inh: -3.2

How did CCOc1ccc(-n2c(SCC(=O)Nc3nccs3)nnc2-c2ccoc2C)cc1 do in these assays?
XiGFP reactiv: 0.0; LGR2 inh: -0.5; Cneo AK release: 11.9; SIRT5 block: -0.4; S100A4 inh HTS: -4.4; PGC1a acetyl inh: -0.9; C2C12 statin: 20.9; ERAP1 inh: -0.1

What do the screens show for `COC(=O)c1ccc(COc2ccccc2/C=N/NC(N)=O)o1`?
XiGFP reactiv: 0.1; LGR2 inh: 0.2; Cneo AK release: 3.4; SIRT5 block: -5.3; S100A4 inh HTS: -3.4; PGC1a acetyl inh: 2.6; ERAP1 inh: 0.6

Results for CN1CCN(C(=O)/C=C/c2ccc(Cl)c(Cl)c2)CC1 ?
XiGFP reactiv: 0.2; LGR2 inh: -34.5; Cneo AK release: -0.3; SIRT5 block: 2.6; S100A4 inh HTS: -4.8; PGC1a acetyl inh: 4.5; ERAP1 inh: 0.3

Results for O=C(Nc1ccccc1)N(Cc1ccccc1)Cc1ccccc1 ?
LGR2 inh: -25.7; Cneo AK release: -1.6; PGC1a acetyl inh: 8.1; C2C12 statin: 2.8

Results for COc1ccccc1N1CCN(C(=O)C(C)N(c2ccc(C)c(C)c2)S(C)(=O)=O)CC1 (configuration not stated) ?
LGR2 inh: 4.4; Cneo AK release: -0.3; PGC1a acetyl inh: 0.7; C2C12 statin: -1.9

How did C[C@@H]1CCCCO[C@H](CN(C)C(=O)c2ccncc2)[C@H](C)CN([C@H](C)CO)C(=O)c2cc(NC(=O)NC3CCCCC3)ccc2O1 do in these assays?
XiGFP reactiv: -0.4; LGR2 inh: 15.6; Cneo AK release: -2.0; PGC1a acetyl inh: 12.7

Results for O=C(N/C(=C/c1cccc([N+](=O)[O-])c1)C(=O)N1CCCCCC1)c1ccco1 ?
XiGFP reactiv: 0.2; LGR2 inh: -6.7; Cneo AK release: 0.1; SIRT5 block: -2.8; S100A4 inh HTS: -1.8; ERAP1 inh: 1.1

How did O=C(/C=C/c1ccccc1)NC(=S)Nc1cccnc1 do in these assays?
LGR2 inh: -15.1; Cneo AK release: 1.9; S100A4 inh HTS: 1.2; PGC1a acetyl inh: -0.6; C2C12 statin: -2.3; ERAP1 inh: 5.6

What do the screens show for `C[C@@H]1CN([C@@H](C)CO)C(=O)Cc2cc(N(C)C)ccc2O[C@@H]1CN(C)Cc1ccc(Cl)c(Cl)c1`?
Cneo AK release: -1.3; SIRT5 block: 0.4; S100A4 inh HTS: 6.7; PGC1a acetyl inh: -19.0; C2C12 statin: inconclusive; ERAP1 inh: 0.9

How did COc1ccc(NC(=O)N2CCc3ccccc3C2)cc1 do in these assays?
XiGFP reactiv: 0.4; LGR2 inh: -19.4; Cneo AK release: -3.4; SIRT5 block: -2.0; S100A4 inh HTS: inconclusive; C2C12 statin: -1.1; ERAP1 inh: -1.4

Results for O=C(Nc1ncccc1O)c1ccc(Cl)c(S(=O)(=O)N2CCCCCC2)c1 ?
XiGFP reactiv: -0.1; LGR2 inh: -5.4; SIRT5 block: -4.3; S100A4 inh HTS: -9.4; ERAP1 inh: 4.3

What do the screens show for `COc1ccc2c3c([nH]c2c1)[C@H](CO)N(Cc1ccccc1OC)CC31CCN(S(=O)(=O)c2ccccc2)CC1`?
XiGFP reactiv: 0.0; LGR2 inh: 10.3; SIRT5 block: 1.6; S100A4 inh HTS: -20.3; PGC1a acetyl inh: 8.2; ERAP1 inh: -2.0

How did O=C1CCc2cc(S(=O)(=O)Nc3ccc(F)cc3)ccc2N1 do in these assays?
XiGFP reactiv: -0.1; LGR2 inh: -16.4; Cneo AK release: 1.5; SIRT5 block: 0.9; S100A4 inh HTS: -2.2; C2C12 statin: 2.5; ERAP1 inh: -2.2

Results for CC(=NCCc1c(C)[nH]c2ccc(OCc3ccccc3)cc12)C1=C(O)CC(c2ccccc2)CC1=O (configuration not stated) ?
XiGFP reactiv: 0.0; LGR2 inh: 17.1; SIRT5 block: -1.7; S100A4 inh HTS: -4.0; ERAP1 inh: -0.1

Results for C[C@@H]1CN([C@H](C)CO)C(=O)Cc2cc(NC(=O)CCC(F)(F)F)ccc2O[C@H]1CN(C)C(=O)Nc1ccc(C(F)(F)F)cc1 ?
XiGFP reactiv: 0.1; LGR2 inh: 15.5; Cneo AK release: -2.5; PGC1a acetyl inh: 2.7; C2C12 statin: -12.6

How did CC(C)(Oc1ccc(C2CC2(Cl)Cl)cc1)C(=O)O (configuration not stated) do in these assays?
XiGFP reactiv: 0.0; LGR2 inh: 20.5; Cneo AK release: -1.1; SIRT5 block: -3.6; S100A4 inh HTS: -0.3; PGC1a acetyl inh: 9.1; C2C12 statin: 10.2; ERAP1 inh: -1.2

How did Nc1nc(NCC2CCCO2)nc(NCC2CCCO2)c1[N+](=O)[O-] (configuration not stated) do in these assays?
XiGFP reactiv: 0.1; LGR2 inh: -0.5; PGC1a acetyl inh: 0.0; C2C12 statin: 5.0

What do the screens show for `COC(=O)c1ccc(CN2CC(=O)N3[C@H](C2)[C@@H](c2ccc(-c4ccccc4F)cc2)[C@@H]3CO)cc1`?
XiGFP reactiv: 0.0; LGR2 inh: 26.0; SIRT5 block: -6.4; S100A4 inh HTS: 13.5; PGC1a acetyl inh: 12.8; ERAP1 inh: 2.3

How did COCCn1c(C)nnc1SCC(=O)Nc1ccccc1[N+](=O)[O-] do in these assays?
XiGFP reactiv: 0.1; LGR2 inh: -17.1; SIRT5 block: -4.4; S100A4 inh HTS: -1.1; ERAP1 inh: -1.4

How did C[C@@H]1CN([C@H](C)CO)C(=O)c2cccc(NC(=O)Nc3ccc(F)cc3)c2O[C@@H]1CN(C)Cc1ccc(C(=O)O)cc1 do in these assays?
XiGFP reactiv: 0.0; LGR2 inh: -12.9; Cneo AK release: -3.2; SIRT5 block: 4.8; S100A4 inh HTS: 1.2; PGC1a acetyl inh: 1.6; C2C12 statin: 6.0; ERAP1 inh: 0.9

Results for COc1ccccc1CNC(=O)N1CCN(c2ccccc2Cl)CC1 ?
XiGFP reactiv: 0.0; LGR2 inh: -0.2; Cneo AK release: 2.8; SIRT5 block: -2.3; S100A4 inh HTS: 2.3; PGC1a acetyl inh: -13.9; C2C12 statin: -2.7; ERAP1 inh: -1.0

Entries listed so far with an NH in an aromatic ring:
What do the screens show for `COc1ccc2c3c([nH]c2c1)[C@H](CO)N(Cc1ccccc1OC)CC31CCN(S(=O)(=O)c2ccccc2)CC1`?
XiGFP reactiv: 0.0; LGR2 inh: 10.3; SIRT5 block: 1.6; S100A4 inh HTS: -20.3; PGC1a acetyl inh: 8.2; ERAP1 inh: -2.0

Results for CC(=NCCc1c(C)[nH]c2ccc(OCc3ccccc3)cc12)C1=C(O)CC(c2ccccc2)CC1=O (configuration not stated) ?
XiGFP reactiv: 0.0; LGR2 inh: 17.1; SIRT5 block: -1.7; S100A4 inh HTS: -4.0; ERAP1 inh: -0.1

Not all compounds are listed (hit frequency here may not be typical).
